Bioassay records as filed in PubChem.
Anthrax LF prot = inhibitors of Bacillus anthracis lethal factor protease; P15917; multiplex microsphere protease cleavage assay, LF; inhibition, % at 10 µM; 360,000 tested, 0.12% active; AID 588501; further: plate controls were buffer without enzyme for full effect and enzyme alone for no effect
CCHFV vOTU inh = blocks the CCHF virus ovarian tumor domain protease. inhibition, % at 11.5 µM. 370,000 tested, 0.55% active. CCHFV vOTU protease, Pep-AMC fluorescence; in the data active means inhibition above about 30%; further: 0% = vehicle wells with enzyme and 100% = no enzyme wells
TcdB GH inh = blocks C. difficile toxin B glycohydrolase activity. inhibition, % at 9.99 µM. P18177. 350,000 tested, 0.24% active. TcdB glycohydrolase enzymatic assay, plate reader; in the data active means inhibition above about 10%
BoNT-F LC inh = BoNT F light chain protease inhibition; inhibition, % at 10 µM; Multiplex microsphere protease cleavage assay, flow cytometry; 360,000 tested, 0.22% active; in the data active means inhibition above about 35%, passing the limit was not always enough; inconclusive means no clear call, values can overlap the other calls; further: plate controls were buffer without enzyme for full effect and enzyme alone for no effect
Y pestis TopoI = blocks Yersinia pestis topoisomerase I activity. Y. pestis Topo-I cleavage product accumulation, plate reader. activity, % at 10 µM. 360,000 tested, 0.064% active. AID 504884; in the data active means activity above about 50%, passing the limit was not always enough; inconclusive means no clear call, values can overlap the other calls; further: inactives centre near 2
BoNT A protease = BoNT A light chain protease inhibition; multiplex microsphere protease substrate cleavage, flow cytometry; inhibition, % at 10 µM; 360,000 tested, 0.17% active; AID 588499; further: plate controls were buffer without enzyme for full effect and enzyme alone for no effect
PrPC surface inh = inhibitors of human cell surface prion protein PrPC. P04156. TR-FRET read-out. inhibition, % at 13.8 µM. 370,000 tested, 0.43% active. AID 720596; in the data active means inhibition above about 24%; further: 0% = median of the test wells and 100% = reference compound wells
FadD28 FP inh = M. tuberculosis FadD28 bisubstrate binding inhibition; FadD28 bisubstrate probe binding, fluorescence polarization; inhibition, % at 12.5 µM; 360,000 tested, 0.22% active; in the data active means inhibition above about 8.5%, passing the limit was not always enough; inconclusive means no clear call, values can overlap the other calls
PfHsp40 rescue = compounds rescuing yeast from Plasmodium falciparum HSP40 toxicity. S. cerevisiae expressing PfHsp40, growth rescue, ATP luminescence. growth rescue, % at 12.5 µM. 340,000 tested, 0.68% active. AID 504582; in the data active means growth rescue above about 28%, passing the limit was not always enough; inconclusive means no clear call, values can overlap the other calls;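 further: yeast W303a lacking pdr1 and pdr3 grown in galactose medium; growth measured after three days at 30 °C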
An asterisk follows results filed as active; ? = inconclusive; . = not tested or not shown; & = joins results of further samples. Unless noted, no stated cut-off is given here; in the data, active means inhibition above about 30%; inconclusive means no clear call, values can overlap the other calls; inactive means below that. No enrichment for hits (roughly 2.3% active in at least one column).

SMILES	Anthrax LF prot	CCHFV vOTU inh	TcdB GH inh	BoNT-F LC inh	Y pestis TopoI	BoNT A protease	PrPC surface inh	FadD28 FP inh	PfHsp40 rescue
CCOc1ccc(C(=O)NC2CCCCCCC2)cc1	2	-4	0.8	7	-1	0.0	1	-3.9	0.8
Cc1ccc(C)c(N2C(=O)c3ccc(C(=O)OCC(=O)c4c(N)n(C)c(=O)n(C)c4=O)cc3C2=O)c1	1	1	0.2	0	3	-0.4	0	1.1	0.1
O=C(NNc1cc(N2CCOCC2)nc(N2CCOCC2)n1)c1ccc(Cl)c(Cl)c1	1	-10	-0.9	-9	-3	-0.1	6	-1.0	0.2
CCOCCCN1C(=O)C2C(C(=O)Nc3ccc(OCC)cc3)C3C=CC2(O3)C1C(=O)NC1CCCCC1 (stereo not drawn)	-14	.	.	-22	-9	-1.5	.	-3.9	0.6
CCc1nc2ccc(C(=O)NCc3ccc4c(c3)OCO4)cn2c1N(CC)Cc1cccc(Br)c1	-2	9	1.6	-3	7	-0.2	-3	-1.8	.
CC(C)C[C@H](NC(=O)NC1CCCc2ccccc21)C(=O)O (stereo partly drawn)	-4	4	1.4	-3	3	0.1	0	-3.9	-0.1
COc1ccc(NC(=O)c2cc(-c3ccc(F)cc3OC)n[nH]2)c(C)c1	2	2	2.1	2	1	0.5	3	-2.9	.
CCOc1cccc(NC(=O)C(Cc2cccs2)c2nn[nH]n2)c1 (stereo not drawn)	2	2	.	8	7	6.0	2	-1.2	-1.5
CC(C)(C)c1ccc(S(=O)(=O)C(C)(C)C)cc1	-1	1	-0.6	-1	2	-1.3	7	-4.0	0.0
COc1ccc(S(=O)(=O)N(CCc2ccccc2)CC(=O)O)cc1Cl	-1	0	.	4	-8	0.9	-2	-2.7	0.3
COc1ccc(CCN2CN(S(=O)(=O)c3ccccc3)c3nc4ccccc4nc32)cc1OC	0	-2	.	0	17	-0.2	6	-19	0.2
O=C(c1ccc(Br)o1)N1CCC(c2nc3ccccc3[nH]2)CC1	2	34*	0.5	-15	-2	-1.5	-10	-2.2	-0.1
CC[C@H](C)[C@H](NC(N)=O)C(=O)Nc1ccc(C)cc1	2	8	-0.6	2	3	-0.2	2	-0.3	-0.2
COC(=O)/C=C1\S/C(=N\N=C\CC(=O)OC)NC1=O	-6	21	.	?	-1	-0.1	0	-2.5	1.1
O=C(Nc1ccc2c(c1)OCO2)N1CCN(c2ccccc2)CC1	0	10	0.4	-5	-1	-0.8	11	-2.3	-1.4

In a second layout: entries from further up.
molecule | Anthrax LF prot | CCHFV vOTU inh | TcdB GH inh | BoNT-F LC inh | Y pestis TopoI | BoNT A protease | PrPC surface inh | FadD28 FP inh | PfHsp40 rescue
CC(C)C[C@H](NC(=O)NC1CCCc2ccccc21)C(=O)O (stereo partly drawn) | -4 | 4 | 1.4 | -3 | 3 | 0.1 | 0 | -3.9 | -0.1
COc1ccc(NC(=O)c2cc(-c3ccc(F)cc3OC)n[nH]2)c(C)c1 | 2 | 2 | 2.1 | 2 | 1 | 0.5 | 3 | -2.9 | .
CCOc1cccc(NC(=O)C(Cc2cccs2)c2nn[nH]n2)c1 (stereo not drawn) | 2 | 2 | . | 8 | 7 | 6.0 | 2 | -1.2 | -1.5
CC(C)(C)c1ccc(S(=O)(=O)C(C)(C)C)cc1 | -1 | 1 | -0.6 | -1 | 2 | -1.3 | 7 | -4.0 | 0.0

Other results.
SMILES	Anthrax LF prot	CCHFV vOTU inh	TcdB GH inh	BoNT-F LC inh	Y pestis TopoI	BoNT A protease	PrPC surface inh	FadD28 FP inh	PfHsp40 rescue
CC1CC(C)C[N+](=C2C=C(N3CCCC3)CC(C)(C)C2)C1 (stereo not drawn)	3	11	-0.4	-6	11	-0.3	13	1.6	-2.8
O=C(NC(=S)NNS(=O)(=O)c1ccccc1)c1ccccc1[N+](=O)[O-]	-1	2	3.1	-5	-3	-0.7	-8	0.8	0.7
CCS(=O)(=O)c1ccc(-c2csc(-c3ccc(Cl)cc3)n2)c(Cl)c1Cl	0	7	.	-10	-6	0.6	0	1.3	0.3
CC(C)CCNC(=O)c1csc2c1CCCCC2	-1	-9	0.3	0	3	-0.9	-1	-0.7	0.3
CCN(C(=O)COC(=O)CSc1cc(C)c2ccccc2n1)c1ccccc1	1	2	0.8	5	33	0.0	16	-3.0	-0.7
S=C1NC2=C(CCC/C2=C\c2ccccc2)C(c2ccccc2)N1 (stereo not drawn)	0	6	.	-3	0	0.8	7	-0.8	0.7
Cc1c(C(=O)C(C)C)n(C)c2ccccc12	4	12	.	-12	-4	0.1	-5	-1.5	-0.9
Cc1cc(Br)ccc1NC(=O)CN(C)C(=O)C1CCN(C(=O)c2ccc(F)cc2)CC1	1	6	3.3	-6	7	2.7	-4	-2.1	-0.2
C[C@H]1CN([C@@H](C)CO)C(=O)c2cc(C#CC3CCCC3)cnc2O[C@H]1CN(C)C(=O)Cc1ccccn1	-1	10	1.0&-0.6&0.1	0	5	0.2	8	-0.6	.
Cc1nn(S(=O)(=O)c2ccc(Cl)cc2)c(C)c1Sc1ccc([N+](=O)[O-])cc1	4	-12	0.9	13	1	1.6	-6	-0.1	1.1
CC1CCCCN1C(=O)COC(=O)/C=C/c1ccc2ccccc2n1 (stereo not drawn)	1	-4	1.1	-7	-4	0.0	-3	-1.1	0.5
CCc1ccccc1NC(=O)CCc1c(C)nn(-c2ccc(N3CCOCC3)nn2)c1C	0	-14	1.0	3	-3	2.4	-5	-0.7	-1.2
CON(C)S(=O)(=O)c1cccc(C(=O)Nc2cccc(S(=O)(=O)NC3=NCCCCC3)c2)c1	-4	13	0.6	5	9	-1.0	11	-4.9	0.9
O=[N+]([O-])c1ccc2[nH]c(O)c(N=NC3CCS(=O)(=O)C3)c2c1 (stereo not drawn)	-6	-4	0.1	8	-1	-0.1	-10	0.0	-1.0
O=C(O)c1cccc(N=Nc2c(O)[nH]c(=O)[nH]c2=O)c1	-1	1	-0.1	1	6	-0.6	-46	0.6	-0.3
Nc1ccc2c(c1)Cc1cc(Cl)c(Cl)cc1-2	-2	0	-2.9	-3	0	0.2	14	-1.2	-1.2
O=C(COc1ccccc1C(=O)O)Nc1ccc(SC(F)F)cc1	-2	5	-0.6	-8	1	-0.7	4	-3.3	-0.2
O=C(O)c1ccsc1Cc1cccs1	-3	-2	0.4	1	-4	-0.2	0	-2.2	.
COCCNC(=O)CN(Cc1ccc(F)cc1)C(=O)CCC(=O)Nc1nccs1	10	10	-0.6	-24	-4	-5.9	13	-0.7	-1.4
Cc1ccccc1NC(=S)NC(NC(=O)COc1ccccc1)C(Cl)(Cl)Cl (stereo not drawn)	-2	-9	.	-8	-7	-1.9	7	-2.2	-0.8
CC(C)C(c1nnnn1Cc1ccccc1)N1CCC(C(N)=O)CC1 (stereo not drawn)	-1	4	.	-4	-3	0.0	4	-3.7	-1.0
COC(=O)c1ccc(C(=O)OC)c(NC(=O)CSc2cccc[n+]2[O-])c1	-8	-6	.	-35	-11	-2.7	-3	-3.2	?
O=S(=O)(c1ccccc1)c1nc(NC2CC2)sc1Cl	1	-9	2.7	8	1	-0.2	3	-0.7	-0.6
CC1CCCN(C(=O)c2cccc(S(=O)(=O)N3CCCc4ccccc43)c2)C1 (stereo not drawn)	.	18	1.3	.	45	.	1	0.9	-0.1
Cc1cccc(-n2cc(CNCCN3CCOC3=O)c(-c3cccc(F)c3)n2)c1	0	-7	1.4	-12	18	-0.5	-15	-3.8	-0.1
COc1cc(NC(=O)c2cccc(C)c2)ccc1NC(=O)c1cc2ccccc2o1	-8	-17	0.6	-1	3	0.3	-1	-0.1	0.2
O=C1c2ccccc2C(=O)N1CCc1nc2ccccc2c(=O)n1-c1ccccn1	0	8	.	3	7	0.8	-1	-3.8	-0.6
Cc1cc(=O)n(CC(C)O)c(O)c1C#N (stereo not drawn)	-3	9	.	1	0	0.1	4	-4.2	-1.3
OC(CCc1cccc(Cl)c1)c1cccs1 (stereo not drawn)	-17	6	-0.1	-9	15	-3.8	2	-4.7	1.5
CO/N=C/NC(=O)NOCc1c(Cl)cccc1Cl	2	3	.	6	0	0.4	-4	-1.3	-0.7

Complete entries, looked up by structure.
Cc1cc(=O)n(CC(C)O)c(O)c1C#N (stereo not drawn) is listed as Anthrax LF prot: -3; CCHFV vOTU inh: 9; TcdB GH inh: .; BoNT-F LC inh: 1; Y pestis TopoI: 0; BoNT A protease: 0.1; PrPC surface inh: 4; FadD28 FP inh: -4.2; PfHsp40 rescue: -1.3
O=C1c2ccccc2C(=O)N1CCc1nc2ccccc2c(=O)n1-c1ccccn1 is listed as Anthrax LF prot: 0; CCHFV vOTU inh: 8; TcdB GH inh: .; BoNT-F LC inh: 3; Y pestis TopoI: 7; BoNT A protease: 0.8; PrPC surface inh: -1; FadD28 FP inh: -3.8; PfHsp40 rescue: -0.6
Cc1ccccc1NC(=S)NC(NC(=O)COc1ccccc1)C(Cl)(Cl)Cl (stereo not drawn) is listed as Anthrax LF prot: -2; CCHFV vOTU inh: -9; TcdB GH inh: .; BoNT-F LC inh: -8; Y pestis TopoI: -7; BoNT A protease: -1.9; PrPC surface inh: 7; FadD28 FP inh: -2.2; PfHsp40 rescue: -0.8

(further entries)
SMILES	Anthrax LF prot	CCHFV vOTU inh	TcdB GH inh	BoNT-F LC inh	Y pestis TopoI	BoNT A protease	PrPC surface inh	FadD28 FP inh	PfHsp40 rescue
Cc1nnsc1C(=O)NNC(=O)c1ccc(C(F)(F)F)cc1	-8	7	0.1	0	0	-0.6	1	-3.7	0.2
CCOc1ccc(OCc2ccc(C(=O)N3CCc4ccccc4C3)o2)cc1	-4	-3	0.6	-8	27	-0.9	15	0.7	5.7
Cc1ccccc1Nc1ccc2nonc2c1[N+](=O)[O-]	4	18	0.5	2	1	-3.4	-30	-1.3	-1.6
CN(C)c1ccc(C=C2C=CC=C2)cc1	-7	-8	3.8	-8	-5	-1.0	6	-1.9	1.7
O=C(NCCO)Nc1ccc(Cl)cc1	-3	-5	-0.2	-5	4	-0.3	-7	0.7	0.4
CC1CCCCN1CCCNC(=O)CN1C(=O)c2cccnc2Oc2ccc(Cl)cc21 (stereo not drawn)	-3	-6	1.1	-4	4	-0.4	-7	0.4	0.0
CCOC(=O)/C(C#N)=C\c1ccc2c(c1)OCO2	-1	-6	.	18	6	0.0	1	-5.3	-0.4
Cc1cccc(/C(N)=N/OC(=O)Cc2ccccc2)c1	-7	10	0.3	-6	1	-0.8	0	1.1	-0.8
Cc1ccc(C)c(-c2csc(-c3cccnc3)n2)c1	20	-7	6.6	5	-8	1.3	-11	-2.2	?
Nc1nonc1C(=O)N/N=C/c1ccc(-c2cccc([N+](=O)[O-])c2)o1	-1	-4	.	?	6	1.6	-2	-3.4	-0.1
O=C(NCCN1C(=O)S/C(=C\c2cccnc2)C1=O)c1ccc(S(=O)(=O)N2CCCC2)cc1	-5	9	0.1	0	5	0.6	3	1.6	-0.6
O=Cc1cccc2ccc3cccc(C(=O)O)c3c12	-7	-6	-0.3	-4	-1	-1.2	-6	-1.2	0.3
